RAD52 anneal inh: blocks human RAD52 DNA annealing. P43351. recombinant RAD52 DNA annealing, FRET fluorescence. actives 0.46% (n = 360,000). AID 651710. inhibition, % at 18.7 µM;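 active = every replicate showing at least 50% inhibition; inconclusive = mean inhibition at least 50% but not in every replicate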
E-selectin induc: E-selectin induction on HUVECs; P16581; activation, % at 7.58 µM; HUVEC E-selectin immunofluorescence imaging; normalized: neutral wells 0, TNF-alpha wells 100; actives 0.37% (n = 260,000);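 active = mean E-selectin-positive cell signal at least 10% of the positive control, reached in at least 60% of replicates, without over 20% cell loss; inconclusive = no rule given, readout overlaps actives, possibly toxicity-flagged; inactive = the rest, including those meeting only one limit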;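 also: in these data hits start at about 27%; measured in HUVEC primary endothelial cells; signal is the percent of cells scored E-selectin positive by PE staining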
Target sequence (P16581 whole entry, looked up): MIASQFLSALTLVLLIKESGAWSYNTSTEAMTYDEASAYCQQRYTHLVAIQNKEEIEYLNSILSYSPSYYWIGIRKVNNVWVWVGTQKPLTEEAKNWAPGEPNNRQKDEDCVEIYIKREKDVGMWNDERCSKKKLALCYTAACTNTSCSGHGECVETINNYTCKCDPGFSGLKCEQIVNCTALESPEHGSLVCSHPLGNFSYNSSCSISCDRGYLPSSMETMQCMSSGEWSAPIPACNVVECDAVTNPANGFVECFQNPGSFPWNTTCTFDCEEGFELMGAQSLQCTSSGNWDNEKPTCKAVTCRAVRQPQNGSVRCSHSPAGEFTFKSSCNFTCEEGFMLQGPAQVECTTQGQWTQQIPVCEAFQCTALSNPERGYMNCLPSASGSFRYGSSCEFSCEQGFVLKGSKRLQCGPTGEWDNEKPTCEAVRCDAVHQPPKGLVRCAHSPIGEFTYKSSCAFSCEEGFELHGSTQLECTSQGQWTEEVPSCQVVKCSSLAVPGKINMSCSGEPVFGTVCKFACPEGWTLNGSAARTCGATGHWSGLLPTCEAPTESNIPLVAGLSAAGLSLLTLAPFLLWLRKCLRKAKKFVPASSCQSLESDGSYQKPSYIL
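Test system: HUVEC | Signal: Immunofluorescence imaging | Read-out: Percent E-selectin-positive cells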
S100A4 MyoIIA: inhibitors of human S100A4 binding to myosin IIA peptide; P26447; S100A4/TAMRA-MyoIIA peptide fluorescence polarization; inhibition, % at 10.7 µM; actives 0.14% (n = 360,000); AID 652163;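 active = mean inhibition of at least 70% across replicates, with every replicate also reaching that level; inconclusive = mean inhibition reaches 70% but some replicates fall short; inactive = mean inhibition below 70%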
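Material: S100A4 monomer protein / Buffer or medium: 50 mM HEPES pH 7.2, 10 mM CaCl2, 100 mM KCl / Times: 5 min incubation before reading / Benchmarks: neutral control DMSO, positive control TFP / Reagent: labelled myosin peptide probe, 5 nM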
ERp5 inh: blocks human ERp5 reductase activity on insulin | Q15084 | ERp5 insulin aggregation, absorbance 650 nm, 90 min | inhibition, % at 9.99 µM | actives 0.05% (n = 350,000);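 active = mean replicate inhibition above about 25%, with every replicate also reaching it, limit read from the data, passing the limit was not always enough; inconclusive = only one of those two criteria met; inactive = neither criterion met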
Target sequence (Q15084 whole entry, looked up): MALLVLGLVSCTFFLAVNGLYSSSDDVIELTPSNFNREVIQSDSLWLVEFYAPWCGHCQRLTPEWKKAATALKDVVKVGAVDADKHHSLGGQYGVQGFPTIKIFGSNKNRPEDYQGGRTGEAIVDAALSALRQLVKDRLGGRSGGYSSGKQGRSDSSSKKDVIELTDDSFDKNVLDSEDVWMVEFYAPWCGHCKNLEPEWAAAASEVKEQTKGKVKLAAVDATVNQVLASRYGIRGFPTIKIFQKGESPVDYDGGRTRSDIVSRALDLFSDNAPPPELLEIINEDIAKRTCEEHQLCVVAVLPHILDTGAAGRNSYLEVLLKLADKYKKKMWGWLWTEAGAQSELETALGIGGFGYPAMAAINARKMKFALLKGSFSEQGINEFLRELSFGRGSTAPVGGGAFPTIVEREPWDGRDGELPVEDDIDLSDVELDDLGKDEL
XiGFP reactiv: reactivates the inactive X chromosome in mouse fibroblasts. XiGFP mouse fibroblasts, % GFP-positive cells imaging, 3 d; cells co-treated with 5-aza-dC sensitizer; scaled so ellipticine positive control = 100%. activation, % at 7.58 µM. actives 0.055% (n = 360,000);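 active = mean normalized replicate activation at least 10% and every replicate at or above 10%; inconclusive = only one of the two criteria met; inactive = mean below 10% and not all replicates reach 10%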;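 also: 0% = median of on-plate neutral control wells and 100% = ellipticine 6 µM median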
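assay system = SV40-immortalized XiGFP fibroblast cells, line 68-5-11 | buffer or medium = DMEM plus 5-aza-dC sensitizer | doses = single-point pinned compound dosing | times = 3-day compound exposure, then 15 min fixation at room temperature | benchmarks = positive control ellipticine, 6 µM final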
esBAF inh: SWI/SNF esBAF complex inhibition. mouse ES cells, Bmi1-luciferase knock-in reporter, 24 h; 100% = twice the neutral-well signal. reporter increase, % at 12.5 µM. actives 2% (n = 350,000). AID 602393; in the data active = activation above about 40%; inconclusive = no clear call, values can overlap the other calls;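 also: 0% = median of the plate's neutral control wells and 100% = double that signal; a rise in the Bmi1 reporter signal indicates esBAF inhibition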
RAD54 inh: RAD54 (human) branch migration inhibition; Q92698; RAD54 Holliday junction branch migration, FAM/BHQ fluorescence; inhibition, % at 10.4 µM; actives 0.14% (n = 360,000);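 active = mean normalized replicate activity at least 40 and at least half of replicates scoring 40 or more; inconclusive = only one of the two criteria met; inactive = mean below 40 and under half of replicates reaching 40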;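 also: 0% = median of neutral control wells and 100% = median of positive control wells; inhibitors cause a drop in the FAM fluorescence signal; in these data hits start at about 50%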
ERAP1 HTS inh: blocks human ERAP1 aminopeptidase activity; recombinant ERAP1, Leu-AMC fluorescence, 60 min; inhibition, % at 10.7 µM; actives 0.15% (n = 340,000);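 active = mean replicate inhibition of at least 30%, or all replicates individually reaching that 30% level; inactive = mean below 30% and not every replicate reaching it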;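 also: 0% = neutral control wells and 100% = L-leucinethiol positive control wells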
An asterisk follows results filed as active.

What do the screens show for `Cc1ccc(OCC(=O)Nc2ccc3c(c2)C(=O)NC3=O)cc1`?
RAD52 anneal inh: -12; E-selectin induc: 0.0; S100A4 MyoIIA: -3; ERp5 inh: 0; XiGFP reactiv: 0.0; esBAF inh: 6; RAD54 inh: -10; ERAP1 HTS inh: -6

What do the screens show for `COc1ccc(/C=C2\SC(N3CCCCC3)=NC2=O)cc1`?
RAD52 anneal inh: -4; E-selectin induc: 0.0; S100A4 MyoIIA: -3; ERp5 inh: 7; XiGFP reactiv: -0.1; esBAF inh: inconclusive; RAD54 inh: -5; ERAP1 HTS inh: -2

How did CN(CC(=O)NCCc1ccc(S(N)(=O)=O)cc1)Cc1c(F)cccc1Cl do in these assays?
RAD52 anneal inh: -7; S100A4 MyoIIA: -18; ERp5 inh: 0; XiGFP reactiv: 0.0; esBAF inh: -1; RAD54 inh: 12; ERAP1 HTS inh: -1

How did O=C(COC(=O)c1ccccc1)Nc1ccc2[nH]c(=O)[nH]c2c1 do in these assays?
RAD52 anneal inh: -6; E-selectin induc: 1.3; S100A4 MyoIIA: -6; ERp5 inh: 1; XiGFP reactiv: 0.2; esBAF inh: -9; RAD54 inh: 6; ERAP1 HTS inh: 0

Results for COC(=O)C[C@@H]1C[C@H]2c3cc(NC(=O)Nc4ccc(OC)cc4)ccc3O[C@H]2[C@@H](CO)O1 ?
E-selectin induc: 0.2; XiGFP reactiv: 0.0; esBAF inh: 8; RAD54 inh: 1

Results for Cc1cccc(-n2c(SCC(=O)N3CCC(C(=O)O)CC3)nc3ccccc3c2=O)c1C ?
RAD52 anneal inh: 0; E-selectin induc: -0.1; S100A4 MyoIIA: -4; ERp5 inh: -4; XiGFP reactiv: 0.3; esBAF inh: 5; RAD54 inh: 6; ERAP1 HTS inh: 1

What do the screens show for `Cc1cc(C)nc(NS(=O)(=O)c2ccc(NC(=S)NC(=O)c3cccnc3)cc2)n1`?
RAD52 anneal inh: -7; E-selectin induc: -0.6; S100A4 MyoIIA: -35; ERp5 inh: 0; XiGFP reactiv: 0.0; ERAP1 HTS inh: -1

Results for CO/N=C/c1c(-c2ccc(Cl)cc2)nc2cc(C)ccn12 ?
RAD52 anneal inh: -3; S100A4 MyoIIA: -3; ERp5 inh: -1; XiGFP reactiv: 0.2; ERAP1 HTS inh: 0

What do the screens show for `C=CCn1c(SCc2ccc(C(=O)NCCO)cc2)nc2ccccc2c1=O`?
RAD52 anneal inh: -1; E-selectin induc: 0.1; S100A4 MyoIIA: 3; ERp5 inh: 2; XiGFP reactiv: 0.0; esBAF inh: 0; RAD54 inh: -2; ERAP1 HTS inh: 0

Results for CN1[C@@H]2c3ccc(-c4ccncc4)c(=O)n3C[C@H]1[C@H](CO)[C@H]2C(=O)N1CCC(Cc2ccccc2)CC1 ?
RAD52 anneal inh: -11; E-selectin induc: -0.2; ERp5 inh: 6; XiGFP reactiv: 0.2; esBAF inh: -1; RAD54 inh: 0

What do the screens show for `Cc1cc(C)c(C)c(S(=O)(=O)N2CCN(c3ncnc4ccccc34)CC2)c1C`?
RAD52 anneal inh: -10; E-selectin induc: -0.6; S100A4 MyoIIA: -5; ERp5 inh: 4; XiGFP reactiv: 0.1; esBAF inh: -12; RAD54 inh: -9; ERAP1 HTS inh: -2

What do the screens show for `O=C(C[C@@H]1C[C@@H]2c3cc(NS(=O)(=O)c4ccc(F)cc4)ccc3O[C@@H]2[C@@H](CO)O1)N1CCOCC1`?
RAD52 anneal inh: -9; E-selectin induc: -0.2; S100A4 MyoIIA: 7; ERp5 inh: 14; XiGFP reactiv: 0.3; esBAF inh: -1; RAD54 inh: -7; ERAP1 HTS inh: 1

How did CCC1Oc2ccc(C)cc2N(CC(=O)NCCCN2CCCC2)C1=O (centres undefined) do in these assays?
RAD52 anneal inh: -14; E-selectin induc: 0.2; S100A4 MyoIIA: -9; ERp5 inh: 0; XiGFP reactiv: 0.1; esBAF inh: -11; RAD54 inh: -4; ERAP1 HTS inh: -3

Results for CCOC(=O)C1(CC)NC(c2ccc(OC)cc2OC)C2C(=O)N(C)C(=O)C21 (centres undefined) ?
RAD52 anneal inh: 14; E-selectin induc: -1.4; S100A4 MyoIIA: 5; ERp5 inh: 1; XiGFP reactiv: 0.1; esBAF inh: -10; RAD54 inh: -1; ERAP1 HTS inh: 12

What do the screens show for `C[C@H]1CN([C@@H](C)CO)C(=O)Cc2cc(NC(=O)Nc3ccc(C(F)(F)F)cc3)ccc2O[C@H]1CN(C)C(=O)Nc1ccccc1`?
RAD52 anneal inh: -1; E-selectin induc: -0.2; S100A4 MyoIIA: 1; ERp5 inh: 4; XiGFP reactiv: 0.4; esBAF inh: -2; RAD54 inh: 1; ERAP1 HTS inh: 0

What do the screens show for `COC(=O)c1ccc(-c2nc(CN3CCN(Cc4cccc(C)c4)CC3)c(C)o2)cc1`?
RAD52 anneal inh: -45; S100A4 MyoIIA: 7; ERp5 inh: 1; XiGFP reactiv: 0.1; esBAF inh: 6; RAD54 inh: -5; ERAP1 HTS inh: -2

How did Cc1cc(NC(=O)CSCC(=O)Nc2nc3ccccc3[nH]2)no1 do in these assays?
RAD52 anneal inh: -34; E-selectin induc: 0.6; S100A4 MyoIIA: 21; ERp5 inh: 4; XiGFP reactiv: 0.0; esBAF inh: 3; RAD54 inh: -11; ERAP1 HTS inh: -1

How did O=C(NC(=S)Nc1cccnc1)c1cccc(Br)c1 do in these assays?
RAD52 anneal inh: -27; E-selectin induc: 0.7; S100A4 MyoIIA: -1; ERp5 inh: 1; XiGFP reactiv: 0.2; esBAF inh: 26; RAD54 inh: -3; ERAP1 HTS inh: -3

How did CCOC(=O)C1(Cc2ccc(OC)cc2)CCN(C(=O)CN2CCCCC2=O)CC1 do in these assays?
RAD52 anneal inh: -4; S100A4 MyoIIA: 1; ERp5 inh: -3; XiGFP reactiv: 0.0; ERAP1 HTS inh: -4

Results for C[C@@H]1CCCCO[C@@H](CN(C)S(=O)(=O)c2cccs2)[C@H](C)CN([C@@H](C)CO)C(=O)c2cc(N(C)C)ccc2O1 ?
RAD52 anneal inh: 40; E-selectin induc: 0.0; S100A4 MyoIIA: 2; ERp5 inh: 0; XiGFP reactiv: 0.0; esBAF inh: 3; RAD54 inh: -5; ERAP1 HTS inh: 0

What do the screens show for `COCCOC(=O)/C(C#N)=C/c1cn(Cc2ccccc2)nc1-c1cccnc1`?
RAD52 anneal inh: -13; E-selectin induc: 2.9; S100A4 MyoIIA: -3; ERp5 inh: 0; XiGFP reactiv: 0.0; esBAF inh: -7; RAD54 inh: 4; ERAP1 HTS inh: -4

Results for COC(=O)C1=C(C)N(C)C(=NCc2ccc(C(F)(F)F)cc2)NC1c1ccccc1C(F)(F)F (centres undefined) ?
RAD52 anneal inh: -44; E-selectin induc: -0.1; S100A4 MyoIIA: 4; ERp5 inh: -1; XiGFP reactiv: 0.2; ERAP1 HTS inh: 7

What do the screens show for `COc1ccc(NC(=O)c2ccc3c(c2)CCN3S(=O)(=O)c2ccccc2)c(OC)c1`?
RAD52 anneal inh: -12; S100A4 MyoIIA: -3; ERp5 inh: 5; XiGFP reactiv: 0.4; esBAF inh: 9; RAD54 inh: 9; ERAP1 HTS inh: -2

What do the screens show for `C[C@@H]1CN([C@@H](C)CO)S(=O)(=O)c2ccc(Br)cc2O[C@@H]1CN(C)C(=O)CC1CC1`?
RAD52 anneal inh: 4; E-selectin induc: 1.0; S100A4 MyoIIA: -20; ERp5 inh: 4; XiGFP reactiv: -0.1; esBAF inh: 3; RAD54 inh: -1; ERAP1 HTS inh: 1

Results for C=CCNC(=S)NC(CC(=O)OC)c1ccc2c(c1)OCO2 (centres undefined) ?
RAD52 anneal inh: -2; E-selectin induc: 0.2; S100A4 MyoIIA: 0; ERp5 inh: 2; XiGFP reactiv: 0.2; ERAP1 HTS inh: 2

How did Cc1cc(O)cc(=O)n1-c1cccc(F)c1 do in these assays?
RAD52 anneal inh: 4; E-selectin induc: -0.3; S100A4 MyoIIA: -3; ERp5 inh: 2; XiGFP reactiv: 0.3; ERAP1 HTS inh: -1

How did O=C(O)C1CC1C(=O)Nc1nc2c(Cl)cccc2s1 (centres undefined) do in these assays?
RAD52 anneal inh: -8; S100A4 MyoIIA: -3; ERp5 inh: 2; XiGFP reactiv: 0.0; esBAF inh: -6; ERAP1 HTS inh: 7

How did CCn1c(C)c(C)c2cc(C(=O)NCCCN3CCCCC3C)ccc21 (centres undefined) do in these assays?
RAD52 anneal inh: -20; S100A4 MyoIIA: -51; ERp5 inh: 2; XiGFP reactiv: 0.0; esBAF inh: -7; RAD54 inh: -10; ERAP1 HTS inh: 7

Results for Cc1ccc(NS(=O)(=O)c2cc(C(=O)Nc3cccnc3)ccc2C)cc1 ?
RAD52 anneal inh: -12; E-selectin induc: 0.0; S100A4 MyoIIA: 0; ERp5 inh: 4; XiGFP reactiv: 0.3; RAD54 inh: -9; ERAP1 HTS inh: -3

Results for COc1ccc(C(=S)N2CCN(c3cccc(Cl)c3)CC2)cc1 ?
RAD52 anneal inh: -10; E-selectin induc: 0.4; S100A4 MyoIIA: 7; ERp5 inh: 0; XiGFP reactiv: 0.4; esBAF inh: -6; RAD54 inh: -8; ERAP1 HTS inh: -1

How did COc1ccc(NC(=O)N(C)C[C@@H]2Oc3ccc(NC(=O)c4ccncc4)cc3C(=O)N([C@@H](C)CO)C[C@@H]2C)cc1 do in these assays?
RAD52 anneal inh: -11; E-selectin induc: 9.9; S100A4 MyoIIA: -11; ERp5 inh: 2; XiGFP reactiv: -0.1; esBAF inh: 3; RAD54 inh: 1; ERAP1 HTS inh: 4

Results for CCCCCC(=O)N1CC2(CC(c3cccc(NC(=O)CC(c4ccccc4)c4ccccc4)c3)=NO2)C[C@@H]1C(N)=O (some centres undefined) ?
RAD52 anneal inh: -20; E-selectin induc: -0.2; S100A4 MyoIIA: -1; ERp5 inh: 3; XiGFP reactiv: 0.0; esBAF inh: -5; RAD54 inh: 4; ERAP1 HTS inh: 2

How did O=C(Nc1ccccc1N1CCOCC1)c1cccc2c(Br)cccc12 do in these assays?
RAD52 anneal inh: -10; S100A4 MyoIIA: -6; ERp5 inh: -4; XiGFP reactiv: 0.0; esBAF inh: 11; RAD54 inh: -8; ERAP1 HTS inh: 1

How did O=C(NC(=S)Nc1ccc(CN2CCCCC2)cc1)c1cc2ccccc2o1 do in these assays?
RAD52 anneal inh: 38; S100A4 MyoIIA: 0; ERp5 inh: 0; XiGFP reactiv: 0.5; esBAF inh: 18; RAD54 inh: 11; ERAP1 HTS inh: -2

Results for CC(Sc1nnnn1C1CCCC1)C(=O)Nc1cccc(S(=O)(=O)N2CCOCC2)c1 (centres undefined) ?
RAD52 anneal inh: -7; S100A4 MyoIIA: 2; ERp5 inh: 11; XiGFP reactiv: 0.1; esBAF inh: 0; RAD54 inh: -1; ERAP1 HTS inh: 5

Results for Cc1nnc2sc(-c3cccc(F)c3)nn2c1=O ?
RAD52 anneal inh: -3; E-selectin induc: 1.0; S100A4 MyoIIA: -3; ERp5 inh: 0; XiGFP reactiv: 0.0; esBAF inh: -5; RAD54 inh: -18; ERAP1 HTS inh: 1

An unsorted share of the library. About 2.5% of those tested had a hit in this group.
